Screening data (PubChem)
All columns: NCI-60 one-dose screen, growth in % after 48 h at 10 µM unless noted; 100 = growth as untreated, 0 = no growth, -100 = all killed.
UACC-257: UACC-257 melanoma. 4.4% of 78,000 active
MALME-3M: MALME-3M melanoma; 5.8% of 78,000 active; AID 1794766
SK-MEL-2: SK-MEL-2 melanoma | 4.7% of 77,000 active
SK-MEL-28: SK-MEL-28 melanoma | AID 1794761 | 4.1% of 81,000 active
LOX IMVI: LOX IMVI melanoma | 7.4% of 79,000 active | AID 1794757
MDA-MB-435: MDA-MB-435 melanoma; AID 1794794; 7.8% of 82,000 active
UACC-62: UACC-62 melanoma; 5.4% of 81,000 active; AID 1794756
SK-MEL-5: SK-MEL-5 melanoma. 6.4% of 80,000 active
* = called active by the depositor; . = not tested or not shown; & = joins results of further samples. How the source made its calls: active means growth percent below 10; inactive means the rest.

SMILES	UACC-257	MALME-3M	SK-MEL-2	SK-MEL-28	LOX IMVI	MDA-MB-435	UACC-62	SK-MEL-5
O=c1[nH][n+](-c2no[n+]([O-])c2-c2ccccc2)no1	112	106	110	111	97	101	99	.
COc1cc2c3c(n(C)c2cc1OC)C(=O)c1cccn1-3	101	.	90	107	.	96	72	84
C=CCSc1nnc(-c2ccc(C(C)(C)C)cc2)n1-c1cccc(C(F)(F)F)c1	49	66	47	68	47	52	42	37
Cc1ccc(-c2nc(C#N)c(S(=O)(=O)n3nc(-c4ccccc4)cc3N)o2)cc1	92	-35*	99	108	28	100	94	100
CC1(C)CC(Nc2nc3sc4c(c3c(=O)[nH]2)CCCC4)CC(C)(C)N1	102	96	.	101	80	99	96	96
O=C1CC(c2cc3ccc4ccccc4c3[nH]c2=O)Nc2ccccc21 (configuration not stated)	.	85	96	106	84	109	101	99
COc1cc(/C=N/N=C(N)N)ccc1O	105	120	117	110	111	108	102	164
NC(N)=N/C(N)=N/NC(=O)c1ccncc1	98	106	106	109	104	105	105	104
N#Cc1ccc2c3cccc4[nH]c(=O)nc(c5cccc1c25)c43	100	96	98	105	97	107	94	101
CSc1nn2c(-c3cc4cc(Br)ccc4oc3=O)ccnc2c1C#N	106	120	104	105	97	101	100	101
COc1ccc(-c2nn(C(=O)NCCN3CCCCC3)cc2-c2ccncc2)cc1Cl	109	119	101	109	95	112	98	106
O=Cc1ccc(-n2cc(Cc3cc(Cc4cn(-c5ccc(C=O)cc5)nn4)c(Cc4cn(-c5ccc(C=O)cc5)nn4)cc3Cc3cn(-c4ccc(C=O)cc4)nn3)nn2)cc1	113	102	105	106	97	110	102	104

Sorted by formula weight (ascending): part of the list above.
SMILES	UACC-257	MALME-3M	SK-MEL-2	SK-MEL-28	LOX IMVI	MDA-MB-435	UACC-62	SK-MEL-5
COc1cc(/C=N/N=C(N)N)ccc1O	105	120	117	110	111	108	102	164
NC(N)=N/C(N)=N/NC(=O)c1ccncc1	98	106	106	109	104	105	105	104
COc1cc2c3c(n(C)c2cc1OC)C(=O)c1cccn1-3	101	.	90	107	.	96	72	84
N#Cc1ccc2c3cccc4[nH]c(=O)nc(c5cccc1c25)c43	100	96	98	105	97	107	94	101
COc1ccc(-c2nn(C(=O)NCCN3CCCCC3)cc2-c2ccncc2)cc1Cl	109	119	101	109	95	112	98	106
O=Cc1ccc(-n2cc(Cc3cc(Cc4cn(-c5ccc(C=O)cc5)nn4)c(Cc4cn(-c5ccc(C=O)cc5)nn4)cc3Cc3cn(-c4ccc(C=O)cc4)nn3)nn2)cc1	113	102	105	106	97	110	102	104

(next part)
SMILES	UACC-257	MALME-3M	SK-MEL-2	SK-MEL-28	LOX IMVI	MDA-MB-435	UACC-62	SK-MEL-5
C=C1[C@H](OC(=O)C(C)C)[C@@H](OC(C)=O)[C@@H](OC(=O)c2cccnc2)C(C)(C)/C=C/[C@@H](C)C(=O)[C@@]2(O)C[C@H](C)[C@H](OC(=O)C(C)C)[C@@H]2[C@H]1OC(C)=O	97	114	95	109	99	106	87	103
CCOC(=O)c1sc2c(c1C)c(=O)nc1c(C(=O)OCC)n[nH]n12	94	111	103	108	102	114	103	104
COc1ccc(-c2cc(-c3c(C)oc4cc5occc5c(OC)c4c3=O)nc(N)c2C#N)cc1OC	.	86	61	.	50	18	.	53
O=C1c2ccccc2C(=O)c2c1oc1c2c(=O)[nH]c2ccc(Cl)cc21	19	-52*	32	-12*	11	10	75	12
CCCCOc1ccc(Br)cc1	96	110	.	114	97	95	102	102
Cc1cc2c(c(C)c1Cl)C(=O)/C(=C/c1ccc(N(C)C)cc1)O2	95	97	103	107	90	91	88	97
CCn1c(SCC(=O)Nc2cccc(C(=O)/C=C/c3ccc(C)cc3)c2)nc2ccccc2c1=O	105	103	108	96	38	75	70	90
C1CNC(C2=NCCN2)=N1	.	101	116	109	98	93	104	101
COc1ccc(CSc2nc3cc(OC)c(OC)cc3c(=O)n2-c2ccc(OC)cc2)cc1	111	101	115	107	103	104	104	107
Nc1cc[n+](CC(=O)N2CCN(c3cc4c(cc3F)c(=O)c(C(=O)O)cn4C3CC3)CC2)cc1	90	102	105	105	99	102	100	102
C#CC1(OC(C)=O)CCCCC1	84	105	96	106	98	112	.	101
CN1C(=O)/C(=C2\SC(=Nc3ccccc3)N(Nc3ccccc3)C2=O)c2ccccc21	106	110	108	105	93	106	81	99
Cn1cc(C2=C(c3coc4ccc(F)cc34)C(=O)N(O)C2=O)c2ccccc21	93	97	100	104	70	98	74	92
O=S1(=O)CCN(Cc2ccccc2)CC1	105	112	119	102	98	98	106	97
Clc1ccc2nn3c4ccccc4c(OCCN4CCOCC4)nc3c2c1	107	134	112	110	84	103	68	84
COc1ccccc1CC(=O)c1ccccc1OC	112	110	113	111	108	98	99	100
O=C1/C(=C2/C=Nc3ccccc32)N(O)c2ccccc21	45	56	90	93	34	-95*	34	68
CCCSc1cc(SCCC)nc(N)n1	110	181	110	116	102	110	87	110
COc1cccc(-c2nn(C)c3sc(C(=O)NCCN4CCN(c5ccccc5F)CC4)cc23)c1	-67*	-87*	99	-75*	.	-56*	-72*	-80*
O=C(CCCn1c2c(sc3ccccc32)c(=O)n2nnc(-c3ccccc3)c12)NCCc1cnc[nH]1	-7.1*	-76*	-90*	-92*	-50*	-95*	-69*	-67*
N#CC1=C(N)Oc2c(cnn2-c2ccc([N+](=O)[O-])cc2[N+](=O)[O-])C1c1ccccc1 (configuration not stated)	94	100	110	106	102	101	93	97
C[N+]1=C(/C=C/c2ccc(O)cc2I)C(C)(C)c2ccccc21	107	85	90	98	94	85	80	86
Cc1ccc(-n2cc(/C=C/C(=O)c3ccc(Br)cc3)c(-c3ccc(S(C)(=O)=O)cc3)n2)cc1	94	51	104	104	87	99	85	90
CCOC(=O)/C=C/c1c2c(c(OC)c3c1OCO3)[C@H]([C@H]1OC(=O)c3c1ccc(OC)c3OC)N(C)CC2	93	96	102	99	91	99	94	75
Cc1cn(-c2cc(C(=O)Nc3cccc(C#Cc4cccc5[nH]nc(N)c45)c3)cc(C(F)(F)F)c2)cn1	18	-12*	5.2*	16	11	42	12	24
O=C1c2cccc3c2C2(O)c4c1cccc4C(=O)c1cccc(c12)C3=O	105	127	116	103	93	106	96	99
CCOC(=O)/C(C#N)=C\c1ccc([N+](=O)[O-])o1	91&113	81&115	115&113	106&117	52&96	111&105	97&109	101&101
C=CCn1c(SCC(=O)c2ccc(C)cc2)nnc1-c1c[nH]c2ccccc12	93	90	98	105	.	102	75	93
CCC(CC)(C(=O)Nc1ccccc1O)C(=O)Nc1ccccc1O	102	121	105	116	107	99	93	104
COC(=O)c1c(OC)cc(OC)cc1OC	104	.	109	111	100	105	101	102
Nc1ncnc2nc(/N=N/SCCC(=O)O)[nH]c12	101	92	108	108	100	103	94	101
Cc1ccc(-c2cc(-c3ccc4c(c3)OCO4)n3c(n2)nc2ccccc23)cc1	100	100	93	100	90	83	72	61
CC1(C)C=Cc2cc(/C(N)=N/C(N)=N/c3nc4ccccc4s3)ccc2O1	104	104	110	108	-56*	99	97	88
NC1CCCCCC1	.	88	103	108	104	104	103	106
CN(C)c1ccc(/C=C/C=N/NC(=O)CSc2nc3ccccc3c(=O)n2CCc2ccc(S(N)(=O)=O)cc2)cc1	97	97	90	120	90	100	79	78
CC/C=C/N1CCCC1	85	107	104	118	103	104	97	109
O=C(/C=C\c1ccco1)/C=C/c1ccco1	100	112	109	110	97	98	100	101
O=C(Nc1ccc(-c2ccnc(Nc3ccc(N4CCOCC4)cc3)n2)cc1)[C@@H]1CCCN1	17	71	.	54	30	58	69	49
O=C(CCn1cc[n+](CC(=O)c2ccc(Br)cc2)c1)Nc1cccc2cccnc12	92	.	107	101	99	108	90	97
Cc1ccc(NC(=O)c2ccc(Cl)cc2)c(Br)c1	114	83	98	97	88	104	77	95
CCCCn1c(=O)c(/C=C/c2cc(/C=C/c3cc4ccccc4n(CCCC)c3=O)n(-c3ccccc3)n2)cc2ccccc21	91	116	99	103	97	102	85	104
CC1CCCc2c1cc(C(=O)CBr)c1ccccc21 (configuration not stated)	.	106	94	105	92	113	83	103
CCOC(=O)/C(=C(\[O-])OCC)[n+]1ccccc1	103	119	114	146	101	121	92	.
CC1=CC(=O)CC(C(C)C)C1 (configuration not stated)	96	115	106	84	106	101	105	102
CCc1cc(O)ccc1Nc1cc(-c2ccc(O)cc2)[nH]n1	114	127	125	122	71	101	112	91
O=C(O)c1ccccc1C(=O)c1cccc2c(Br)cccc12	109	105	118	112	104	112	102	101
NN1C=CNn2c1nc1c(cnn1-c1ccccc1)c2=O	116	106	119	110	99	108	104	102
Nc1nc(Cl)nc2c1ncn2C1O[C@H](CO)[C@@H](O)[C@@H]1F (some centres not stated)	23	61	.	74	4.8*	42	-10*	32
O=C(O)c1c[nH]c(=O)cc1O	.	104	110	113	98	108	.	112
Cc1ccc(C)c(CC(N)C(=O)O)c1 (configuration not stated)	118	95	103	104	96	98	.	93
CC(=O)N1CCCCC1	106	.	107	115	102	100	.	103
Cc1nn(-c2ccc(F)cc2)c2ncnc(Oc3ccc(NC(=O)Nc4cc(C(F)(F)F)ccc4F)cc3)c12	90	87	95	96	93	101	62	97
Nc1nc(-c2cc(-c3cccc([N+](=O)[O-])c3Cl)nc(N)n2)cc(-c2cccc([N+](=O)[O-])c2Cl)n1	104	90	117	115	96	106	95	99
Nc1nn(C(=O)c2cccnc2)cc1-c1ccccc1	101	114	96	106	105	94	95	124
COc1cc(/C=N/NC(=O)CSc2nc3sc4c(c3c(=O)n2-c2ccc(Cl)cc2)CCCC4)ccc1OCc1ccccc1	111	94	126	114	103	109	104	103
CS(=O)(=O)Nc1cc(-c2ccc3ncnc(Nc4ccc(F)c(Cl)c4)c3c2)ccc1Cl	60	53	63	57	38	58	54	29
Cc1ccc(-n2c(C)c(-c3ccccc3)c(-c3ccccc3)c2C)cc1	67	70	80	88	68	79	63	65
O=C(O)CCN1C(=O)/C(=C/c2ccc(Cl)cc2)SC1=S	96	105	109	102	99	106	95	100
CCCSSSCCC	86	105	105	101	98	98	101	98
Cc1cc[n+](CCc2ccccc2)cc1C	106	97	124	111	94	93	.	108

Six compounds drawn at random from the list so far:
SMILES	UACC-257	MALME-3M	SK-MEL-2	SK-MEL-28	LOX IMVI	MDA-MB-435	UACC-62	SK-MEL-5
Cn1cc(C2=C(c3coc4ccc(F)cc34)C(=O)N(O)C2=O)c2ccccc21	93	97	100	104	70	98	74	92
CCOC(=O)c1sc2c(c1C)c(=O)nc1c(C(=O)OCC)n[nH]n12	94	111	103	108	102	114	103	104
Nc1cc[n+](CC(=O)N2CCN(c3cc4c(cc3F)c(=O)c(C(=O)O)cn4C3CC3)CC2)cc1	90	102	105	105	99	102	100	102
COc1ccccc1CC(=O)c1ccccc1OC	112	110	113	111	108	98	99	100
C[N+]1=C(/C=C/c2ccc(O)cc2I)C(C)(C)c2ccccc21	107	85	90	98	94	85	80	86
O=C(CCCn1c2c(sc3ccccc32)c(=O)n2nnc(-c3ccccc3)c12)NCCc1cnc[nH]1	-7.1*	-76*	-90*	-92*	-50*	-95*	-69*	-67*

Next records:
SMILES	UACC-257	MALME-3M	SK-MEL-2	SK-MEL-28	LOX IMVI	MDA-MB-435	UACC-62	SK-MEL-5
CC1=N/C(=C\c2ccc(F)cc2)C(=O)N1CCc1ccc(S(N)(=O)=O)cc1	111	102	109	112	101	106	98	100
C(=Nc1cccc2ccccc12)c1ccc2c(c1)OCO2	105	.	102	113	96	107	97	100
CC(C)(C)C1CC=CCC1 (configuration not stated)	94	.	106	108	90	103	95	106
COc1ccc(NC(=O)CNn2c(COc3ccccc3)nc3ccccc3c2=O)cc1	99	99	101	107	94	106	97	103
N#Cc1ccnc2ccccc12	99	105	115	116	99	100	107	103
C=CCOc1ccc(/C=C2\SC(=S)N(CCc3ccc(O)cc3)C2=O)cc1	93	101	106	110	-71*	78	74	94
Clc1ccccc1Nc1nnc(-c2c[nH]c3ccccc23)o1	65	42	-2.9*	59	16	-44*	15	9.3*
CCCCCCCCCCCC(=O)OC(C)C(=O)NC(C)(C)CC(C)(C)C (configuration not stated)	104	97	106	113	101	101	101	95
CC1(C)C(=O)C(C)(C)C1=O	116	.	105	111	101	118	112	116
CN(C)c1ccc(NC(=O)C(c2ccccc2)c2ccccc2)cc1	94	102	96	99	89	96	88	96
O=C(CCCN1CCC(O)(c2ccc(Br)cc2)CC1)c1ccc(F)cc1	-22*	87	100	75	54	65	44	-1.8*
O=C(C[n+]1ccccc1)c1ccc(I)cc1	102	107	90	109	100	103	95	98
COc1ccc(-c2cc(/C=C3\C(=O)Nc4ccccc43)[nH]n2)cc1OC	115	77	103	111	102	102	96	94
CC1(CO)CSC(Nc2ccc(Cl)c(Cl)c2)=N1 (configuration not stated)	85	89	.	105	94	94	81	76
Cc1cc(C)c(C#N)c(OCc2ccccc2)n1	96	107	109	100	92	100	81	93
C(=N/Nc1ncc(-c2cc3cc(-c4ccccc4)ccc3o2)s1)/c1cccs1	102	98	100	96	99	96	91	97
Cc1ccc(C2=Nn3c(N=Nc4c(O)[nH]c5ccc(Br)cc45)nnc3SC2)cc1	78	105	99	103	103	96	105	98
CCCCN1C(=O)c2cccc3cccc(c23)C1=O	.	103	103	108	91	108	.	96
CC(=O)[C@@]1(O)CC[C@H]2[C@@H]3CC[C@@H]4CC(=O)CC[C@]4(C)[C@H]3[C@@H](O)C[C@@]21C	.	108	100	99	97	.	95	99
CCOC(=O)c1nn(-c2ccc(Cl)cc2)c(=N/N=C(\C)c2c(Oc3ccccc3)c(OC)c3occc3c2OC)s1	101	103	121	107	98	106	106	100
COc1cccc(Cn2cc3c(c2)-c2oncc2CC3)c1	73	.	36	52	35	-47*	46	6.4*
NS(=O)(=O)c1ccc(Nc2ccccc2)c([N+](=O)[O-])c1	103	114	.	128	99	100	93	113
Cc1ccc2cccnc2c1N	121	126	127	110	92	107	97	109
COc1ccc(/C=C2\SC(=O)NC2=NCCCO)cc1OC	103	102	103	103	75	99	96	94
COc1csc(/C=N/NC(=O)c2[nH]c3ccc(Br)cc3c2-c2ccccc2)c1	35	31	10	35	13	-44*	20	-37*
